GLA spleen mod – qHTS Assay for Inhibitors and Activators of Human alpha-Galactosidase From Spleen Homogenate | human spleen homogenate, 4MU-alpha-Gal fluorescence, 40 min | Potency, µM (top dose mostly 80 µM), for inactives: top-dose activity change, negative = inhibition, actives largely listed as inhibitors | 240,000 tested, 0.008% active;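 also: 0% = enzyme with vehicle and -100% = no enzyme basal signal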
Target sequence (P06280 32-429 limits assumed): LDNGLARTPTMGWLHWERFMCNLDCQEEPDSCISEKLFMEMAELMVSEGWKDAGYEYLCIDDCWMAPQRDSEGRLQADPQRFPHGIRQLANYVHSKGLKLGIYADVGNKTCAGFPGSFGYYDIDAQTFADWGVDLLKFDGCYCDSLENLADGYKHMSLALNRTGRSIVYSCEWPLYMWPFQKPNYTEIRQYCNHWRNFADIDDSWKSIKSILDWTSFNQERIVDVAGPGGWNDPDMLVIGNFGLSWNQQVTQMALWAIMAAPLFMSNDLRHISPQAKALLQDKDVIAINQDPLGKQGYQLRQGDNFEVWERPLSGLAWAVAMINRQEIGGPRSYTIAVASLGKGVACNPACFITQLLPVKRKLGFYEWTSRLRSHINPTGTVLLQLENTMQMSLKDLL
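Inhibition or activation of alpha-galactosidase in human spleen homogenate is scored by 4-MU fluorescence after 40 min at 37C, pH 5.0, with 1 mM substrate. AC50s come from concentration-response fitted to the Hill equation.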
Tau fluor cs – Counterscreen qHTS for Inhibitors of Tau Fibril Formation, Fluorescence Polarization. tau K18 P301L (four-repeat tau fragment) Alexa594 fluorescence, heparin fibrillization. Potency, µM (top dose mostly 57.7 µM), for the others: at the highest dose activity change, negative = decrease. 280,000 tested, 0.93% active; also: % is scaled to controls: 0 for no effect and ±100 for the full control effect; nearly all actives have a fitted effect of over 55% in size
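Human K18 P301L tau (15 uM unlabeled plus 0.24 uM Alexa 594-labeled, final) in 100 mM sodium acetate pH 7 was mixed with compound and 20 uM heparin and incubated 6 hr at 37 C.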
ALDH1A1 block – qHTS Assay for Inhibitors of Aldehyde Dehydrogenase 1 (ALDH1A1); Purified ALDH1A1, NADH fluorescence, propionaldehyde substrate; 220,000 tested, 7.3% active; Potency, µM (series often up to 75.3 µM), inactives show at the highest dose activity, negative = inhibition, most hits filed as inhibitors; active = well fitted inhibition curve with a large enough effect, not every such curve was filed as active; inconclusive = small, poorly fitted or top-dose-only effect, or another doubt; inactive = no such curve, though single readings can be large or run the other way;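 also: plate controls were no enzyme wells and a reference inhibitor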
Epigenetic derep – Quantitative High-Throughput Screen for Regulators of Epigenetic Control; murine LDR cells, GFP reporter derepression, 30 h; Potency, µM (doses to about 53.9 µM), without a hit: top-dose GFP activation, usual class: activators; 280,000 tested, 0.2% active; also: % of control where 0% means no effect; nearly all actives have a fitted effect of over 60% in size
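GFP-positive cell count by laser-scanning cytometry (objects 20–120 um) after 30 h, 37 C compound exposure of murine LDR cells; reporter is CMV-GFP integrated at a silenced locus, inducible by HDAC or DNMT inhibitors.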
GAA spleen mod – qHTS Assay for Inhibitors and Activators of Human alpha-Glucosidase From Spleen Homogenate; human spleen homogenate, 4-MU-alpha-glucoside fluorescence; Potency, µM (series often up to 79.9 µM), inactives show top-dose activity change, negative = inhibition, most hits filed as inhibitors; 240,000 tested, 0.006% active; AID 2112, 2009;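 also: 0% = enzyme with vehicle and -100% = no enzyme basal signal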
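Enzyme source: human spleen homogenate, 1 ug/well. Buffer 50 mM citric acid/K phosphate pH 5.0, 0.01% Tween-20. 4-MU-alpha-glucoside 1 mM; 37 C x 40 min; NaOH/glycine stop; fluorescence.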
GAA inhib – qHTS Assay for Inhibitors of Human alpha-Glucosidase as a Potential Chaperone Treatment of Pompe Disease; purified human GAA, 4-MU-alpha-glucoside fluorescence; 200,000 tested, 0.005% active; Potency, µM (titrated, usually from 76.9 µM), inactives show at the top dose activity change, negative = inhibition, hits mostly inhibitors; Lysosomal alpha-glucosidase (Homo sapiens), P10253;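 also: plate controls were uninhibited enzyme wells for no effect and no-enzyme background for full effect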
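Read-out is 4-methylumbelliferone fluorescence (Ex 365/Em 440 nm) after NaOH/glycine stop at pH 10. Enzyme 4 nM, substrate 400 uM, pH 5.0 citrate buffer, 20 min room temperature; AC50 from Hill-equation concentration-response.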
GAA glycogen – qHTS Assay for Inhibitors and Activators of Human alpha-Glucosidase Cleavage of Glycogen | Lysosomal alpha-glucosidase (Homo sapiens), P10253 | recombinant GAA, glycogen substrate, Amplex Red glucose oxidase fluorescence | AID 2100, 2009 | Potency, µM (series often up to 76.4 µM), for inactives: at the top dose activity change, negative = inhibition, actives largely listed as inhibitors | 300,000 tested, 0.38% active;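 also: 0% = full enzyme reaction and -100% = no-enzyme basal signal; the screen sought inhibitors and activators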
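qHTS, 1536-well; enzyme 4 nM final; cpd up to 77 uM; substrate bovine liver glycogen 30 ug; 50 mM citrate/phosphate pH 5.0, 0.01% Tween-20; 37 C, 40 min; Amplex Red detection 45 min RT; Hill fit → AC50.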
NPSR antagonist – qHTS Assay for Antagonists of the Neuropeptide S Receptor: cAMP Signal Transduction; Q6W5P4; CHO-NPSR cells, cAMP TR-FRET, antagonist mode; Potency, µM (titrated, usually from 38.3 µM), for inactives: at the highest dose activity change, negative = inhibition, actives largely listed as inhibitors; 220,000 tested, 1% active; AID 1461, 2008; also: % is scaled to controls: 0 for no effect and ±100 for the full control effect; nearly all actives have a fitted effect of over 50% in size; many of its hits are not listed in these tables
Target sequence (Q6W5P4 whole entry, looked up): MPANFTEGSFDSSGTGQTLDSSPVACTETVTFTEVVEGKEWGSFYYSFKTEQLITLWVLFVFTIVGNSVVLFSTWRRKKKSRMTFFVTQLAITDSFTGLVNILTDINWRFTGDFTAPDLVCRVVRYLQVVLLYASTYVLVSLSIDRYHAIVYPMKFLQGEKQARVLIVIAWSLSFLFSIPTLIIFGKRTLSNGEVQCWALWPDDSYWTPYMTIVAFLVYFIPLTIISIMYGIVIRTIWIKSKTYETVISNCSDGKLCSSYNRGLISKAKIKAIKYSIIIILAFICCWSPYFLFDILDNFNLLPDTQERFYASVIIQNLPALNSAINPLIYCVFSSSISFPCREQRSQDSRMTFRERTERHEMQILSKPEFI
* = called active by the depositor; ? = inconclusive; nt = no result given; & = joins results of further samples; [ ] = remark or other dose. Unless noted, calls follow the shape of the dose curve; as a rule, active = well fitted curve in the direction sought with a large enough effect; inconclusive = small, poorly fitted or top-dose-only effect, or another doubt; inactive = no such curve, though single readings can be large; an effect the other way counts as inactive or inconclusive. Potency is read from the fitted curve at half-maximal effect. Not all compounds are listed. The share of hits here may be higher or lower than overall.

1. CCN1CCN(C(c2cccs2)C(C)NS(=O)(=O)c2ccccc2)CC1 (stereo unspecified)
2. Cc1ccc(-c2nnn(CC(=O)N(Cc3cccs3)C(C(=O)NC(C)(C)C)c3ccco3)n2)o1 (stereo unspecified)
3. N#Cc1c(N2C(=O)Nc3ccccc3N2O)sc2c1CCCC2
4. Cc1cc(SCC(=O)O)nc2ccccc12
5. N[C@@H](Cc1ccc(O)cc1)c1nnc([C@H](CO)NC(=O)C2CCNCC2)o1
6. CC1CCCC(C(=O)O)N1C(=O)CCSC(=O)c1ccccc1 (stereo unspecified)
7. Cc1nc(NCc2ccccc2)c2nc(-c3ccccc3)n(CCCN(C)C)c2n1
8. Cc1ccc(C(=O)COC(=O)c2cc(=O)[nH]c3ccccc23)cc1C
compound no.,1,2,3,4,5,6,7,8
GLA spleen mod,10%,3%,-8%,7%&3%,2%,-5%,-2%,-13%
Tau fluor cs,2%,6%,2%,9%&2%,7%,-8%,-3%,-5%
ALDH1A1 block,8%,?,0%,0%,-4%,-1%,?,-1%
Epigenetic derep,-3.7%,0.0%,-1.3%,0.9%&0.5%,-0.5%,-1.1%,-0.2%,5.7%
GAA spleen mod,7%,0%,6%,3%&8%,-1%,-3%,-1%,-3%
GAA inhib,-2%,?,3%,8%,nt,-3%,nt,?
GAA glycogen,6%,-2%,0%,-4%&-7%,-1%,-6%,nt,1%
NPSR antagonist,0%,?,-1%,-11%&-10%,1%,-1%[46.1 µM],nt,-10%

9. CCCCN(CCCC)Cc1ccc(C(=O)NNC(=O)Nc2ccc(Cl)cc2)o1
10. c1ccc(CSc2ncccn2)cc1
11. CCC(C)NC(=O)c1ccccc1NC(=O)Nc1ccccc1 (stereo unspecified)
12. COCCN(C(=O)/C=C/c1ccccc1)c1nnc(-c2cccnc2)s1
13. CCOc1ccccc1CNc1ccc(O)cc1
14. O=C(O)CCSc1nnc(CNc2ccc(Cl)cc2)n1Cc1ccccc1
15. O=C(Nc1nnc(C2CC2)s1)C1CCCCN1S(=O)(=O)c1ccccc1 (stereo unspecified)
16. O=c1oc(-c2ccccc2)nc2ccsc12
compound no.,9,10,11,12,13,14,15,16
GLA spleen mod,0%,-7%,9%,4%,5%,5%,3%,-3%
Tau fluor cs,?,3%,1%,-3%,?,2%,-6%,-17%
ALDH1A1 block,-4%,-7%,-6%,?,?,3%,-8%,7%
Epigenetic derep,-0.3%,0.0%,-1.4%,0.2%,42%,-4.8%,-1.3%,1.1%
GAA spleen mod,-3%,-2%,6%,nt,4%,-20%,-3%,0%
GAA inhib,?,3%,6%,-1%,-4%,?,-12%,1%
GAA glycogen,-14%,0%,1%,2%,?,-3%,-5%,6%
NPSR antagonist,-1%,-6%[46.1 µM],-3%[46.1 µM],4%,-4%,7%,-14%,-9%[46.1 µM]

Given as labelled records: entries from further up
9	CCCCN(CCCC)Cc1ccc(C(=O)NNC(=O)Nc2ccc(Cl)cc2)o1
- GLA spleen mod: 0%
- Tau fluor cs: ?
- ALDH1A1 block: -4%
- Epigenetic derep: -0.3%
- GAA spleen mod: -3%
- GAA inhib: ?
- GAA glycogen: -14%
- NPSR antagonist: -1%
10	c1ccc(CSc2ncccn2)cc1
- GLA spleen mod: -7%
- Tau fluor cs: 3%
- ALDH1A1 block: -7%
- Epigenetic derep: 0.0%
- GAA spleen mod: -2%
- GAA inhib: 3%
- GAA glycogen: 0%
- NPSR antagonist: -6%[46.1 µM]
11	CCC(C)NC(=O)c1ccccc1NC(=O)Nc1ccccc1 (stereo unspecified)
- GLA spleen mod: 9%
- Tau fluor cs: 1%
- ALDH1A1 block: -6%
- Epigenetic derep: -1.4%
- GAA spleen mod: 6%
- GAA inhib: 6%
- GAA glycogen: 1%
- NPSR antagonist: -3%[46.1 µM]
12	COCCN(C(=O)/C=C/c1ccccc1)c1nnc(-c2cccnc2)s1
- GLA spleen mod: 4%
- Tau fluor cs: -3%
- ALDH1A1 block: ?
- Epigenetic derep: 0.2%
- GAA spleen mod: nt
- GAA inhib: -1%
- GAA glycogen: 2%
- NPSR antagonist: 4%

Next section
17. CCc1ccc(NC(=S)NC2CCN(Cc3ccccc3)CC2)cc1
18. O=c1c2ccsc2ncn1Cc1ccccc1F
19. COc1ccc(Oc2nccc(-c3ccc(F)cc3)c2C#N)cc1
20. CCOC(=O)Cn1c(C)cc(COC)c(C#N)c1=O
21. COC(=O)c1cnn(-c2ccccc2)c1N
22. CCN(CC)C(=O)C(=O)c1cccn1-c1c(Cl)cccc1C#N
23. COCCNC(=O)CSc1nc2sc(C)c(C)c2c(=O)n1-c1ccccc1
24. O=C(O)c1ccc(N2C(=O)c3cccnc3C2=O)cc1
compound no.,17,18,19,20,21,22,23,24
GLA spleen mod,-6%,6%,-1%,0%,2%,-1%,?,-1%
Tau fluor cs,-21%,-1%,4%,-12%,1%,3%,-14%,11%
ALDH1A1 block,20µM*,7%,1%,?,nt,6%,nt,-4%
Epigenetic derep,?,-0.8%,-2.1%,-4.9%,0.0%,-0.7%[10.1 µM],-3.0%,1.7%
GAA spleen mod,-5%,-5%,-8%,-3%,0%,-15%,-2%,-10%
GAA inhib,?,6%,1%,?,nt,5%,nt,-4%
GAA glycogen,-8%,5%,0%,10%,7%,-6%,6%,-9%
NPSR antagonist,4%,4%[46.1 µM],?,-9%,9%,5%,-36%,21%

25. Fc1ccc(-c2ccc(/C=N\n3cnnc3)o2)cc1Cl
26. Clc1ccc(-c2csc(N/N=C/c3ccco3)n2)cc1
27. COc1cc(C(=O)N2CCN(c3cc(Cl)ccc3Cl)CC2)cc(OC)c1OC
28. Cc1cc(NC(=O)Nc2ccc(Cl)c(Cl)c2)n(-c2ccccc2)n1
29. CCc1nnc(NS(=O)(=O)c2ccc(NC(=O)c3cccc(Cl)c3)cc2)s1
30. CC(C)N(CC(N)=O)C(=O)c1sc2cc(F)ccc2c1Cl
31. COc1ccc(N2C(=O)CC(Nc3ccc(F)cc3)C2=O)c([N+](=O)[O-])c1 (stereo unspecified)
32. O=C(NCc1cccnc1)c1ccc(COc2ccccc2Br)cc1
compound no.,25,26,27,28,29,30,31,32
GLA spleen mod,-3%,0%,-12%,4%,-7%,-3%,2%,9%
Tau fluor cs,-2%,13µM*[quencher],-7%,?,-12%,4%,3%,-11%
ALDH1A1 block,-10%,nt,-7%,nt,1%,-2%,18µM*,13%
Epigenetic derep,-5.3%,-0.3%,3.9%,8.9%,-0.1%,1.3%,-0.1%,-0.2%
GAA spleen mod,-5%,-1%,1%,-2%,nt,0%,6%,-6%
GAA inhib,1%,nt,7%,nt,-6%,-2%,-3%,-5%
GAA glycogen,-7%,?,9%,-5%,0%,8%,-5%,1%
NPSR antagonist,-3%,25%,-5%,?,-8%,0%,1%,-4%

33. CCn1c(CCNC(=O)c2cccs2)nnc1SCC(=O)NC1CCCCC1
34. Oc1ccc(/C=C/c2nc(-c3ccccc3O)n(-c3ccccc3)n2)cc1
35. O=C(CCCOc1ccccc1)Nc1ccc(S(=O)(=O)Nc2ccccn2)cc1
36. COc1ccc(NS(=O)(=O)c2cc(C(=O)O)ccc2C)cc1
37. O=C(c1ccc(F)cc1)c1ccc(CN2C(=O)c3ccccc3C2=O)o1
38. COc1ccc(-c2cc(C(F)(F)F)nc(SCC(=O)N3CCOCC3)n2)cc1OC
39. CCC(c1nnc(SCC(=O)Nc2nnc(-c3ccccc3)o2)n1Cc1ccccc1)N(C)C (stereo unspecified)
40. c1ccc(N2CCN(Cc3ccnc4ccccc34)CC2)cc1
compound no.,33,34,35,36,37,38,39,40
GLA spleen mod,3%,-5%,3%,10%,0%,-2%,-2%,6%
Tau fluor cs,3%,32µM*[quencher],-15%,5%,-15%,0%,7%,-2%
ALDH1A1 block,0%,-5%,?,3%,?,?,1%,16µM*
Epigenetic derep,-0.8%,-1.1%,-1.5%,-0.1%,1.1%,-1.0%,-1.1%,0.9%
GAA spleen mod,-3%,-13%,-2%,4%,-3%,-7%,-3%,6%
GAA inhib,1%,-4%,-3%,-9%,5%,0%,1%,-4%
GAA glycogen,5%,-16%,-3%,-8%,6%,-8%,-5%,1%
NPSR antagonist,3%[46.1 µM],?,-1%,-2%[46.1 µM],-24%,-15%[46.1 µM],-14%[46.1 µM],28%[46.1 µM]

41. CC(C)CNC(=O)CC(NCC(C)C)C(=O)O (stereo unspecified)
42. COc1cc(-c2csc(CCn3nc(C)cc3C)n2)cc(OC)c1OC
43. COc1ccc(-c2nc(-c3cccnc3)no2)cc1
44. O=C(NCc1ccccc1)N1CCC(CO)(CCc2ccccc2)CC1
45. O=C(CC1C(=O)NCCN1CC1CCCCC1)NCc1ccc(F)cc1F (stereo unspecified)
46. CCOc1cccc(-c2nnc3sc(C4CCCCC4)nn23)c1
47. CCC(C)NC(=O)Cn1cccc1C(=O)c1ccccc1 (stereo unspecified)
48. COc1ccccc1-c1nnc(NC(=O)c2ccc(S(=O)(=O)N(C)C)cc2)o1
compound no.,41,42,43,44,45,46,47,48
GLA spleen mod,19%,-5%,5%,-2%,2%,8%,-3%,-6%
Tau fluor cs,5%,-8%,?,-7%,-6%,-7%,1%,-5%
ALDH1A1 block,-1%,-12%,nt,-3%,10%,25µM*,-1%,6%
Epigenetic derep,-0.9%,-2.7%,2.1%,3.0%,1.1%,-1.0%,2.4%,0.8%
GAA spleen mod,1%,-4%,1%,-1%,-7%,-8%,-6%,-1%
GAA inhib,-6%,-1%,nt,-3%,14%,5%,-3%,1%
GAA glycogen,-11%,-5%,1%,0%,21%,-10%,8%,-1%
NPSR antagonist,17%,5%,10%,4%,-4%,?,-5%[46.1 µM],-10%[46.1 µM]

Source: PubChem BioAssay (National Center for Advancing Translational Sciences (NCATS))
